TLR9-MyD88 block – TLR9-MyD88 interaction inhibition; 0.21% of 340,000 active; AID 504734; Q9NR96+Q99836; CHO BLA complementation TLR9-MyD88, CCF4 FRET ratio; inhibition, % at 4.98 µM;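 active = inhibition above the mean over all tested compounds plus 3 SD, cut at about 21% in these data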;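 note: 0% = DMSO only wells and 100% = clavulanate BLA inhibitor control wells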
SRC3 inh – human NCOA3 inhibition | Q9Y6Q9 | AID 588352 | inhibition, % at 3.6 µM | HEK293 GAL4-SRC3 luciferase reporter, luminescence | 0.17% of 360,000 active;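 active = inhibition above a per-campaign cutoff, the mean of all compounds plus 3 SD, cut at about 60% in these data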;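 note: 0% = DMSO-treated cells and 100% = gossypol-treated cells at 36 µM; higher means less SRC3-driven luciferase light from the GAL4 reporter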
EBV LMP1 NFkB – reduces LMP1-driven NF-kappaB luciferase signal; LMP1-induced NF-kappaB luciferase reporter cells, luminescence; inhibition, % at 12.5 µM; 0.69% of 350,000 active; AID 504558; in the data active = inhibition above about 41%;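 note: 0% = neutral control wells and 100% = reference inhibitor control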
SRC2 inh – human SRC2 (NCOA2) inhibition; Q15596; 0.17% of 370,000 active; HEK293 GAL4-SRC2 luciferase reporter, luminescence; inhibition, % at 9 µM;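 active = inhibition above the mean inhibition of all tested compounds plus 3 SD, set per campaign, cut at about 52% in these data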;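 note: 0% = DMSO treated cells and 100% = cells given Gossypol at 36 µM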
NOD2 RIPK2 PPI – NOD2-RIPK2 protein interaction inhibition; O43353; CHO BLA complementation NOD2-RIPK2, CCF4 ratio; inhibition, % at 4.98 µM; 0.38% of 360,000 active; in the data active = inhibition above about 21%;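 note: 0% = vehicle only and 100% = reference blocker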
Target sequence (O43353 whole entry, looked up): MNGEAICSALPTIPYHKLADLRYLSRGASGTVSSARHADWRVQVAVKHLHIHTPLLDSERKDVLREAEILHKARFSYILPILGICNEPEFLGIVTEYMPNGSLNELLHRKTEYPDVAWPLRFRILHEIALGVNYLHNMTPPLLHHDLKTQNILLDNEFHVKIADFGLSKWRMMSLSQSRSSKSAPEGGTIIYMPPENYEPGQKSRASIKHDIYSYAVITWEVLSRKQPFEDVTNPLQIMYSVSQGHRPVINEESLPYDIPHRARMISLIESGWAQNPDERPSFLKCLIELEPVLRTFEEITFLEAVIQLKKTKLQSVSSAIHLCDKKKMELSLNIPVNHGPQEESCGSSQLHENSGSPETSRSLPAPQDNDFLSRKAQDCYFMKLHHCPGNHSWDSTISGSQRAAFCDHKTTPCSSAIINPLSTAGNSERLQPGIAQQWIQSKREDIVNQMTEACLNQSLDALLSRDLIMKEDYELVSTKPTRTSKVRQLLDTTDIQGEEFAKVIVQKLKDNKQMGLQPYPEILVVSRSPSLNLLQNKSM
TROY NFkB inh – blocks TROY-dependent signaling in reporter cells; inhibition, % at 10 µM; 0.98% of 360,000 active; Q293 LMP1-TROYcd NF-kB luciferase reporter, 4 h;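 active = compounds whose plate-normalised and pattern-corrected inhibition of the luciferase reporter signal at the single screening dose is 50% or more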
C8 TRAIL sens – sensitizes caspase-8 expressing cells to TRAIL; inhibition (viability loss, TRAIL sensitization), % at 10 µM; NB7+C8 cells + TRAIL, ATPlite viability luminescence; 1% of 360,000 active; AID 624354;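 active = compounds causing at least 50% loss of cell viability in the single-dose screen, relative to plate controls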
COUP-TFII inh – blocks human COUP-TFII nuclear receptor; P24468; AID 686940; HEK293T NGFI-A luciferase reporter, luminescence; 0.7% of 370,000 active; inhibition, % at 8.6 µM;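 active = inhibition above a per-plate cutoff, mean inhibition of test wells between control levels plus 3 SD, cut at about 38% in these data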;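 note: cells cotransfected with COUP-TFII expression vector driving the NGFI-A reporter; 0% = median of COUP-TF2 test wells and 100% = reporter-only cells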
Target sequence (P24468 whole entry, looked up): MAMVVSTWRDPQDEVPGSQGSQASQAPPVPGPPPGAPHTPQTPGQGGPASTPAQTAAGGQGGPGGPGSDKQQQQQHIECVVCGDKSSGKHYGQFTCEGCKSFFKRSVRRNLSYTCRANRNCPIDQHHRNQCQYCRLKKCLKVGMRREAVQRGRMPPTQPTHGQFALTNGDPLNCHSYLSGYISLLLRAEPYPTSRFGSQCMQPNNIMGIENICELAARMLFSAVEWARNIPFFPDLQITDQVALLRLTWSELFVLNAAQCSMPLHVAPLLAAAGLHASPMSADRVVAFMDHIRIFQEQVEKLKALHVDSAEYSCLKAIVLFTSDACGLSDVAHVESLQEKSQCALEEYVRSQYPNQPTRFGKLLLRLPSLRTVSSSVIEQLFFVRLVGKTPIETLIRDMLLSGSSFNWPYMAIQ
LRH-1 inv ag – suppresses constitutive activity of human LRH-1. O00482. HEK293T StAR-luciferase reporter, LRH-1 transfected, 24 h. inhibition, % at 3.6 µM. 0.13% of 360,000 active. AID 602396;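 active = inhibition above the mean inhibition of all tested compounds plus 3 SD, cut at about 73% in these data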;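 note: 0% = DMSO wells and 100% = reporter-only cells lacking LRH-1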
TWEAK Fn14 block – blocks TWEAK-Fn14 interaction in a reporter cell assay | TWEAK-stimulated Fn14 reporter cells, luciferase luminescence, 8 h | 2% of 360,000 active | AID 1159606 | inhibition, % at 10 µM; in the data active = inhibition above about 50%
SRC1 inh – inhibits human SRC1 coactivator; Q15788; HEK293 GAL4-SRC1 luciferase reporter, luminescence; inhibition, % at 3.6 µM; 0.12% of 360,000 active; AID 588354;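 active = inhibition above the campaign mean plus 3 SD, with each screening campaign given its own cutoff, cut at about 60% in these data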;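 note: 0% = DMSO treated cells and 100% = gossypol at 36 µM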
* hit, by the source's call; . = no result given. These rows are one share of the data (hit frequency here may not be typical).

SMILES | TLR9-MyD88 block | SRC3 inh | EBV LMP1 NFkB | SRC2 inh | NOD2 RIPK2 PPI | TROY NFkB inh | C8 TRAIL sens | COUP-TFII inh | LRH-1 inv ag | TWEAK Fn14 block | SRC1 inh
NC(=O)C1CCN(CC(=O)NC2CCCc3ccccc32)CC1 (stereo not drawn) | 1 | 15 | 1 | -1 | 8 | -1 | -2 | -5 | 6 | 5 | -5
COc1ccc(CCNC(=S)NCCc2c[nH]c3ccccc23)cc1 | 5 | 4 | -10 | -39 | -8 | 25 | 1 | -7 | -2 | 12 | 6
CC1CCN(C(=O)Nc2ccc3nsnc3c2)CC1 | 5 | -31 | -16 | -42 | 6 | -52 | 12 | -13 | -41 | -19 | -54
CSc1sccc1/C=C(/C#N)C(=O)c1ccco1 | 3 | -2 | 4 | 16 | -5 | 20 | 0 | 8 | 1 | 14 | -80
O=C(NNC(=O)C1CC(c2cccnc2)=NO1)Nc1ccccc1F (stereo not drawn) | 13 | 7 | -3 | 20 | -1 | 3 | 1 | 0 | 10 | 3 | -17
Cc1ccc2nc(C)c3c(c2c1)SCC3 | . | 8 | -5 | -21 | -3 | -22 | -14 | 8 | -5 | -2 | 11
COc1ccc(OC)c(N2C(=O)CCCC2=O)c1 | 7 | 1 | 8 | 8 | -9 | 4 | 3 | -10 | -16 | -5 | -14
COCCN(C(=O)COC(=O)CCc1c[nH]c2ccccc12)c1c(N)n(Cc2ccccc2)c(=O)[nH]c1=O | -6 | 4 | -4 | -10 | 10 | 18 | 11 | 3 | 24 | -12 | 0
O=C(O)C1Cc2ccccc2CN1C(=O)CSc1nnc2ccccn12 (stereo not drawn) | -3 | 17 | -3 | -4 | -17 | -4 | -3 | 4 | 18 | -9 | -3
O=C(COC(=O)c1ccc([N+](=O)[O-])o1)NC1CCCc2ccccc21 (stereo not drawn) | 7 | -5 | -2 | -44 | -5 | -3 | -10 | -21 | -3 | 8 | 5
CC(=O)NC(Cc1ccccc1)C(=O)OCC(=O)c1ccc(Br)cc1 (stereo not drawn) | -14 | 16 | 2 | -4 | 8 | -14 | -1 | 10 | 13 | -2 | 0
CCn1c2ccccc2c2cc(NS(=O)(=O)c3ccccc3C)ccc21 | -1 | 11 | 14 | -3 | -2 | 0 | 0 | -16 | 0 | 18 | -8
O=C(NC(=S)Nc1ccccc1N1CCCCC1)c1ccc(F)cc1Cl | 4 | -11 | -140 | -6 | 2 | -7 | 15 | -12 | -21 | 3 | -4
CN(C)S(=O)(=O)c1cccc(NC(=O)CN2C(=O)NC(CCc3ccccc3)C2=O)c1 (stereo not drawn) | -5 | 3 | -3 | 6 | -5 | -15 | -1 | -9 | -6 | -11 | -1
CCOC(=O)N1CCN(C(=O)c2ccc3nc(-c4ccccc4)c(-c4ccccc4)nc3c2)CC1 | 2 | 10 | -1 | -6 | -4 | -13 | 12 | -21 | 15 | -9 | 9
O=C1Cn2c(nc3ccccc32)N1c1ccccc1F | -1 | 5 | -6 | -2 | -18 | -13 | 8 | 8 | -6 | -13 | -15
COc1ccc(NS(=O)(=O)c2ccc(C(=O)OC(C)C(=O)N3CCOCC3)cc2)cc1 (stereo not drawn) | 6 | -18 | 1 | -19 | -14 | -2 | -21 | 3 | -5 | -8 | 5
COC(=O)C(C(C)C)N1CCc2c(C)nc3c(C#N)cnn3c21 (stereo not drawn) | 9 | 1 | 9 | -3 | 9 | 6 | 0 | -13 | -3 | -7 | 4
COC(=O)CCCCC1SCC2NC(=O)NC21O (stereo not drawn) | -5 | 23 | -7 | 3 | -13 | -7 | -2 | -20 | -1 | -17 | 20
N=c1c2c3c(sc2ncn1CCCN1CCOCC1)CCCCC3 | -11 | 4 | -11 | -20 | -7 | -27 | 13 | -6 | -20 | -7 | -3
CC(C)CC(c1nnnn1C1CCCC1)N1CCN(C(=O)c2ccco2)CC1 (stereo not drawn) | 2 | 13 | -6 | -8 | 2 | 11 | 7 | -14 | 5 | 0 | 6
C[C@H](NC(=O)c1nc[nH]c1C(=O)NCc1ccc(CNC(=O)OC(C)(C)C)cc1)C(=O)OC(C)(C)C | -15 | -9 | 0 | -6 | 4 | 34 | -7 | 8 | -15 | 11 | -5
ClC1(Cl)CC1Cn1c(C2CC2)nc2ccccc21 (stereo not drawn) | -14 | 14 | -7 | 2 | 2 | 11 | -1 | 2 | -4 | -8 | -17
CC(=O)Nc1ccc(N2C(C(C)=O)=NN(c3ccccc3)C2c2cccs2)cc1 (stereo not drawn) | 4 | 12 | 0 | -17 | 2 | 7 | 0 | -8 | -27 | -4 | 1
c1cnc2c(C3NCCc4c3[nH]c3ccccc43)cccc2c1 (stereo not drawn) | 12 | 3 | 1 | . | 19 | -1 | 11 | . | -3 | 12 | -2
CC1CCN(CCCOc2ccc(OCc3ccccc3)cc2)CC1 | -9 | -27 | -4 | -25 | -3 | -23 | 22 | -4 | -31 | -26 | -36
CCCn1c(=O)c(C(=O)Nc2cc(C)ccn2)c(O)c2ccccc21 | 0 | -20 | 3 | 12 | -10 | -11 | -9 | 10 | -14 | -19 | -24
O=C(Nc1ccc(F)c(F)c1)C1CCCN(S(=O)(=O)c2cccc3nonc23)C1 (stereo not drawn) | 0 | 13 | -4 | 20 | -4 | 1 | -18 | 10 | 0 | -20 | -4
O=C(NCCc1ccc(F)cc1)c1ccc([N+](=O)[O-])cc1 | -10 | -67 | -24 | -44 | -8 | -55 | 7 | -25 | -100 | 1 | -82
COc1ccc(Br)cc1CN1CCSCC1 | -8 | 7 | 4 | 17 | -1 | 1 | 0 | -2 | -5 | -4 | 15
CCn1nnc(-c2ccccc2NS(=O)(=O)c2ccc(C(=O)OC)cc2)n1 | -1 | 16 | 20 | -14 | 0 | 22 | -6 | -4 | 31 | 11 | 5
CCC(C(=O)Nc1ncn[nH]1)(C(F)(F)F)C(F)(F)F | 7 | 10 | 3 | 11 | -8 | 4 | 13 | -13 | 8 | 10 | -17
O=C(O)C1CCCCC1C(=O)NCCc1ccc(Cl)cc1 (stereo not drawn) | 3 | 5 | 0 | -28 | 0 | 13 | -10 | 14 | -4 | 0 | -3
Cc1nn(C(C)C)c(C)c1CN1CCCC(CCC(=O)NCc2ccccc2F)C1 (stereo not drawn) | 0 | 10 | -2 | 4 | 0 | -5 | -2 | -3 | 8 | 4 | 2
O=C(O)c1cccc([N+](=O)[O-])c1C(=O)Nc1cccc2ccccc12 | -3 | -23 | -18 | 12 | -8 | 14 | 1 | 4 | 15 | -20 | -16
O=C(NCc1ccco1)c1cccn2c(=O)c3sccc3nc12 | -58 | 13 | 4 | 29 | -4 | 10 | -29 | 3 | 20 | 5 | 23
O=C1C=C(c2ccccc2)CC(c2cccs2)C1n1cnc([N+](=O)[O-])c1 (stereo not drawn) | -10 | 9 | 7 | -102 | 7 | -7 | 10 | 13 | 22 | 2 | -6
O=c1[nH]c2ccccc2n2c(C(F)(F)F)nnc12 | 8 | -9 | . | 9 | -12 | 10 | 1 | -15 | -14 | 0 | -2
COCC(=O)Nc1ccc(S(=O)(=O)Nc2nccs2)cc1 | -9 | -4 | 6 | 9 | 3 | 1 | 3 | -6 | 26 | 1 | 12
Fc1ccc(-c2nc3c(-c4ccc(F)cc4)cnn3cc2CCN2CCOCC2)cc1 | 7 | 9 | 6 | 8 | 3 | 10 | 20 | 2 | 18 | -6 | -1

Overlap with the part before: 3 compounds, then new ones.
SMILES | TLR9-MyD88 block | SRC3 inh | EBV LMP1 NFkB | SRC2 inh | NOD2 RIPK2 PPI | TROY NFkB inh | C8 TRAIL sens | COUP-TFII inh | LRH-1 inv ag | TWEAK Fn14 block | SRC1 inh
O=c1[nH]c2ccccc2n2c(C(F)(F)F)nnc12 | 8 | -9 | . | 9 | -12 | 10 | 1 | -15 | -14 | 0 | -2
COCC(=O)Nc1ccc(S(=O)(=O)Nc2nccs2)cc1 | -9 | -4 | 6 | 9 | 3 | 1 | 3 | -6 | 26 | 1 | 12
Fc1ccc(-c2nc3c(-c4ccc(F)cc4)cnn3cc2CCN2CCOCC2)cc1 | 7 | 9 | 6 | 8 | 3 | 10 | 20 | 2 | 18 | -6 | -1
CCOC(=O)C1=C(C(=O)OCC)N(CC2CCCCC2)CCC1=O | -8 | -15 | -4 | -2 | -16 | -6 | 0 | 6 | -16 | 1 | 0
CCOC(=O)c1ccc(NC(=O)CN(C)S(=O)(=O)c2ccc(OC)cc2)cc1 | 1 | 9 | -11 | -7 | 5 | 13 | -21 | 5 | 0 | 0 | -5
CC(=O)Nc1ccc(C=CC(=O)c2ccc([N+](=O)[O-])cc2)cc1 | -6 | -10 | -1 | -38 | -10 | -10 | 5 | 1 | -27 | 6 | -2
CCC1=C(OC(=O)N(CC)CC)N2C(=O)OC(=NCC(=O)OC)[C@]2(Cc2ccccc2)[C@H]2C1=CC[C@H]1C(=O)NC(=O)[C@H]12 | -2 | -7 | 9 | 24 | 2 | -13 | 4 | 2 | 8 | -1 | 4
CC#CCN1c2ccccc2[C@]23C[C@@H](C(=O)OC)N(C(=O)NC4CCCCC4)C2=NC(C(=O)OC)=C(C(=O)OC)[C@H]13 | -11 | 11 | -1 | -28 | -10 | -6 | -12 | -2 | 13 | 10 | -3
NC(=S)N/N=C\c1ccc(-c2cccc(Cl)c2Cl)o1 | 7 | 9 | -39 | -9 | 7 | 16 | -11 | 4 | 40 | -18 | 5
Cc1nn(C)cc1C(C(=O)NC1CCCCC1)N(C(=O)Cc1cccs1)c1ccc(C(C)C)cc1 (stereo not drawn) | 3 | 10 | -5 | -14 | -2 | 0 | 3 | 2 | 10 | 23 | -8
CC(C)OCCCNc1nc(Cl)nc2c1cnn2C | 6 | -1 | -5 | -3 | 5 | -3 | -3 | 5 | 9 | 4 | -11
O=C(N/N=C/c1ccc(-c2cccc([N+](=O)[O-])c2)o1)c1ccc([N+](=O)[O-])cc1 | -4 | 10 | 4 | -8 | -16 | 0 | 0 | 8 | 14 | -8 | 12
CC(=O)Nc1nc2ccccc2n1Cc1ccccc1 | -1 | 17 | -5 | 3 | -6 | 4 | 1 | 2 | 10 | -9 | 6
COC(=O)c1cc(NC(=O)c2cc(-c3ccc(Cl)cc3)oc2C(F)(F)F)ccc1N1CCOCC1 | 3 | -15 | -2 | -7 | -3 | 38 | -6 | 2 | 1 | -14 | -3
Cc1ccc(S(=O)(=O)N2CCN(CC(=O)N/N=C\c3cccnc3)CC2)cc1 | 2 | 23 | 0 | -3 | -1 | 18 | -12 | 4 | 8 | 19 | -10
Cc1c2c(=O)n(-c3nc4ccccc4s3)nc-2cc(O)n1Cc1ccccc1 | 2 | 5 | 5 | . | -12 | -35 | -5 | . | -42 | 39 | -5
O=C(Cn1cccc1C(=O)c1ccccc1)NCc1ccccc1 | -3 | 6 | -13 | -26 | -12 | -6 | 7 | -10 | -11 | -9 | -23
O=C(O)CC(CNS(=O)(=O)c1cccc2nsnc12)c1ccccc1 (stereo not drawn) | . | 5 | -3 | 11 | -1 | 11 | 13 | 6 | 7 | -10 | 18
OC(c1ccc(F)c(F)c1)c1ncc(-c2cccc(C(F)(F)F)c2)[nH]1 (stereo not drawn) | . | -24 | . | -10 | 5 | 14 | -2 | 15 | 5 | 6 | -1
